HCMV antiviral: qHTS Assay for inhibitors of the human cytomegalovirus (HCMV). HFF cells, HCMV-luciferase reporter, 72 h; hits give low values. activity change, negative = inhibition, % at 57.5 µM. actives 4.5% (n = 410,000); in the data active means activity change below about -60%; inconclusive means no clear call, values can overlap the other calls; inactive means above about -39%
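Two-dose cell screen: HFF monolayers treated with compounds and infected with luciferase-expressing HCMV at 1 PFU/cell, 72 h at 37C, then lysed for luciferase measurement.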
Giardia FBPA inh: qHTS Assay for Inhibitors of Fructose-1,6-bisphosphate Aldolase from Giardia Lamblia; AID 2451, 2010; Potency, µM (series often up to 59.6 µM), for inactives: at the highest dose activity, negative = inhibition, hits mostly inhibitors; actives 0.71% (n = 290,000); purified Giardia FBPA; A8B2U2; further: potency means the concentration at half of the fitted maximal effect; nearly all actives have a fitted effect of over 55% in size
Target sequence (A8B2U2 whole entry, looked up): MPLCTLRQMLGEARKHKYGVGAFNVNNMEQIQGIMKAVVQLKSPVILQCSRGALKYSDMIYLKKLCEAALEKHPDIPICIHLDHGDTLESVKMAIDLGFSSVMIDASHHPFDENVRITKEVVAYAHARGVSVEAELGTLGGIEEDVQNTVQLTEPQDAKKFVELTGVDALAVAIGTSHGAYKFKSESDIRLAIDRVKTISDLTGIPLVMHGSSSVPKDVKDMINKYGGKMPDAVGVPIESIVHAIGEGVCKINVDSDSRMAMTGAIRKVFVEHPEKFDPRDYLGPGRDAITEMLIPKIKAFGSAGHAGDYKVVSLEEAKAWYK
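40 nM FBPA preincubated 10 min at RT with compound (up to 57.5 uM final), then substrate plus GAPDH/TPI/NAD/arsenate coupling and diaphorase/resazurin added. Fluorescence read after 20 min at RT, 525/598 nm.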
Sm TGR block: qHTS Assay for the Inhibitors of Schistosoma Mansoni Peroxiredoxins; Schistosoma mansoni thioredoxin glutathione reductase (TGR), Q962Y6; purified TGR, DTNB reduction, TNB absorbance 405 nm; Potency, µM (doses to about 114 µM), without a hit: at the top dose activity change, negative = inhibition, most hits filed as inhibitors; actives 3% (n = 360,000); AID 485364, 2010; further: potency means the concentration at half of the fitted maximal effect; nearly all actives have a fitted effect of over 60% in size
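TGR 20 nM + NADPH 100 uM (dispensed conc.), cpd preinc 15 min RT; start with NADPH (500 uM addition) then DTNB (15 mM addition). Kinetic TNB absorbance, 405 nm filter. Four-parameter Hill fit across titration.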
AMA1 RON2 block: qHTS for Inhibitors of AMA1-RON; Towards Development of Antimalarial Drug Lead: Primary Screen; Plasmodium falciparum AMA1 (3D7) - RON2 peptide interaction; AlphaScreen AMA1-biotinylated RON2 peptide binding; Potency, µM (highest dose often 58.2 µM), without a hit: top-dose activity change, negative = inhibition, hits mostly inhibitors; actives 0.2% (n = 360,000); AID 720542, 2013;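 further: potency means the concentration at half of the fitted maximal effect; 0% = vehicle wells and -100% = peptide control; nearly all actives have a fitted effect of over 45% in size; some results filed as inactive show a strong effect at the top dose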
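AMA1 (3D7) with his tag at 25 nM final met compounds first, then biotinylated RON2 peptide at 25 nM; detection used donor plus acceptor beads, 10 µg/mL apiece, read by AlphaScreen after 30 min at room temperature.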
AmpC inh detg: qHTS Inhibitors of AmpC Beta-Lactamase (assay with detergent); P00811; AmpC hydrolysis of nitrocefin, absorbance 480 nm, 0.01% Triton; Potency, µM (highest dose often 114 µM), without a hit: at the top dose activity change, negative = inhibition, usual class: inhibitors; actives 0.041% (n = 370,000);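 further: potency means the concentration at half of the fitted maximal effect; 0% = no-compound wells and -100% = no-enzyme wells; nearly all actives have a fitted effect of over 25% in size; some results filed as inactive show a strong effect at the top dose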
Target sequence (P00811 whole entry, looked up): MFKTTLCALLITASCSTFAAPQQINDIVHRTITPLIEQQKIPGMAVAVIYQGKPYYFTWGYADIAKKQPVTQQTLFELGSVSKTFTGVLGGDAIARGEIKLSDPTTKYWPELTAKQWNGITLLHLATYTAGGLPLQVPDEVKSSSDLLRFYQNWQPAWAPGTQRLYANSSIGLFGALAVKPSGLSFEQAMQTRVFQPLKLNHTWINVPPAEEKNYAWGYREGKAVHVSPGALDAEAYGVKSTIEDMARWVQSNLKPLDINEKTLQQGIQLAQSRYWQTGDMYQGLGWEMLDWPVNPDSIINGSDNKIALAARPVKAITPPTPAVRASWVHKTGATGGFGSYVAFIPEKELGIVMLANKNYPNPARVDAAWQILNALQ
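20 mM phosphate pH 7.0 + 0.01% (detergent screen) or 0.0001% Triton X-100; 5.3 nM AmpC reagent; cpd preinc 15 min RT; nitrocefin (800 uM stock) to start; A480 q20 s × 4 min; Activity was normalised to no-enzyme and no-compound control wells.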
HCV inhibitor: qHTS Assay for Inhibitors of Hepatitis C Virus (HCV) | Huh7.5.1 HCVcc-Cre infection, luciferase reporter, 44 h | Potency, µM (series often up to 41.8 µM), for the others: top-dose activity change, negative = inhibition, actives largely listed as inhibitors | actives 3.4% (n = 340,000); further: potency means the concentration at half of the fitted maximal effect
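After 44 h co-culture of compound, cells and HCVcc-Cre (~0.5 moi), substrate is added for 15 min at room temperature and luciferase measured over 15 sec. Cells were seeded at 1,000/well and pre-cultured 4 h.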
Numbers without * were called inactive; ? = inconclusive; / = not tested or not shown; & = joins results of further samples; [ ] = remark or other dose. Unless noted, the call rests on the fitted dose curve; in most records, active means well fitted curve in the direction sought with a large enough effect; inconclusive means small, poorly fitted or top-dose-only effect, or another doubt; inactive means no such curve, though single readings can be large; an effect the other way counts as inactive or inconclusive. Unless noted, on the % scale 0 is the no-effect control and ±100 the full control effect. Outcome played no part in choosing rows. Share with any hit: about 9.3%.

cpd	canonical_smiles	HCMV antiviral	Giardia FBPA inh	Sm TGR block
1	O=C(NCCCN1CCOCC1)c1ccc(CS(=O)(=O)c2cccc(C(F)(F)F)c2)o1	17	1%	-34%
2	CCOc1ccc(OCC)c(NC(=O)C2CCCN(S(=O)(=O)c3cc(Br)cc4c3N(C(=O)CC)CC4)C2)c1 (stereo unspecified)	-29	/	5%
3	Cc1ccc(C)c(NC(=O)CCN2CCN(c3ccccc3F)CC2)c1	-39	5%	0%
4	O=C(NCc1ccco1)c1cccc2ccccc12	-21	7%	-9%
5	CCn1nc(C)c(C2C(C#N)=C(N)OC3=C2C(=O)CC(C)(C)C3)c1C (stereo unspecified)	?	3%	-12%
6	CC(C)(C)OC(=O)N1CCC(C(=O)N[C@@H](Cc2ccccc2)C(=O)O)(c2ccccc2)CC1	5	12%	5%
7	COc1ccccc1C(=O)NN1C(=O)/C(=C/c2cccn2C)SC1=S	/	-7%	-5%
8	CCOC(=O)c1cc(C(=O)c2cc(F)ccc2O)coc1=N	-2	-12%	-1%

cpd	AMA1 RON2 block	AmpC inh detg	HCV inhibitor
1	3%	0%	2%
2	/	12%	/
3	30%[activator]	-1%	3%
4	-1%	?	2%
5	-17%	-14%	16%
6	0%	?	1%
7	/	5%	/
8	-8%	?	7%

An excerpt of these results, in markdown:
| nr | SMILES | HCMV antiviral | Giardia FBPA inh | Sm TGR block | AMA1 RON2 block | AmpC inh detg | HCV inhibitor |
| --- | --- | --- | --- | --- | --- | --- | --- |
| 2 | CCOc1ccc(OCC)c(NC(=O)C2CCCN(S(=O)(=O)c3cc(Br)cc4c3N(C(=O)CC)CC4)C2)c1 (stereo unspecified) | -29 | / | 5% | / | 12% | / |
| 3 | Cc1ccc(C)c(NC(=O)CCN2CCN(c3ccccc3F)CC2)c1 | -39 | 5% | 0% | 30%[activator] | -1% | 3% |
| 4 | O=C(NCc1ccco1)c1cccc2ccccc12 | -21 | 7% | -9% | -1% | ? | 2% |

Continuation:
cpd	canonical_smiles	HCMV antiviral	Giardia FBPA inh	Sm TGR block
9	CCOC(=O)C1=NNC(C(=O)c2ccccc2)C1c1ccc(OC)cc1 (stereo unspecified)	?	/	/
10	COc1ccc(/C=N/Nc2ccccc2C(=O)O)cc1Cn1cc([N+](=O)[O-])cn1	0	1%	-1%
11	O=C(Nc1ccc(OCC(=O)N2CCC(Cc3ccccc3)CC2)cc1)c1ccco1	-83*	-2%	0%
12	CCCCNC(=O)/C(C#N)=c1\s/c(=C\c2ccccc2OC(F)F)c(=O)n1CCCOC	10	0%	0%
13	CCC(C)[C@H](NC(=O)N1CCn2c1nc1ccccc12)C(=O)NCc1ccc(OC)cc1 (stereo partly specified)	14	/	0%
14	O=C(Cn1ccc([N+](=O)[O-])n1)NCC1CCCO1 (stereo unspecified)	-27	/	3%
15	COc1cc(OC)c(NC(=O)N2CCOCC2)cc1Cl	-28	1%	-6%
16	Cc1cc(C)nc(CCNC(=O)CC2C(=O)NCCN2Cc2ccccc2)n1 (stereo unspecified)	-10	-20%	?

cpd	AMA1 RON2 block	AmpC inh detg	HCV inhibitor
9	-4%	/	-10%
10	-2%	8%	-10%
11	-12%	-4%	-29%
12	15%	-14%	-6%
13	30%	-3%	-17%
14	-1%	5%	10%
15	10%	-14%	8%
16	9%	2%	14%

cpd	canonical_smiles	HCMV antiviral	Giardia FBPA inh	Sm TGR block
17	O=C1c2ccccc2C(=O)N1CCOCCN1C(=O)c2ccccc2C1=O	-35	3%	2%
18	O=C(CSc1ccccc1)NCC1(N2CCCCC2)CCCCC1	-21	/	4%
19	CC1CCc2c(sc(NC(=O)COc3ccccc3C(C)(C)C)c2C#N)C1 (stereo unspecified)	10	/	-4%
20	Cc1c(NC(=O)CNCc2ccc3c(c2)OCO3)c(=O)n(-c2ccccc2)n1C	-11	?	0%
21	CCN1CCN(S(=O)(=O)c2ccc(Cl)c(C(=O)Nc3nnc(C)s3)c2)CC1	-6	/	-5%
22	C=CCn1c(-c2ccc([N+](=O)[O-])cc2)n[nH]c1=S	-37	0%	-8%
23	O=C(CN1C(=O)CSc2ccccc21)Nc1ccccc1C(=O)N1CCOCC1	28	2%	34%
24	CC1CC1C(=O)OCC(=O)Nc1ccccc1Oc1ccccc1 (stereo unspecified)	16	5%	7%

cpd	AMA1 RON2 block	AmpC inh detg	HCV inhibitor
17	-3%	?	7%
18	-12%	-20%	1%[8.37 µM]
19	/	10%	/
20	22%	?	-6%
21	10%	?	2%
22	41%[activator]	-3%	3%
23	5%	-12%	-9%
24	2%	1%	1%

cpd	canonical_smiles	HCMV antiviral	Giardia FBPA inh	Sm TGR block
25	COC1=C(Nc2ccccc2OC)C(=O)c2ccccc2C1=O	16	?	?
26	N#CC1(NC(=O)COC(=O)c2nc(Cl)ccc2Cl)CCCCC1	-2	/	3%
27	CCOc1ccc(S(=O)(=O)NCC(c2ccc(N(C)C)cc2)N2CCc3ccccc32)cc1 (stereo unspecified)	18	/	0%
28	COc1cc2nc(NCCc3cccc(C)c3)n3nc(-c4ccccc4)nc3c2cc1OC	-2	/	5%
29	CC(C)CN1C(=O)C(=O)N(CC(=O)c2ccc[nH]2)C1=O	-15	/	2%
30	CN(CCCNC(=O)Cn1c(=O)c2cccn2c2ccccc21)Cc1ccccc1	-88*	/	-16%
31	Cc1nn(CC(=O)NCCCN2CCCC2)c(=O)c2nn(-c3ccccc3)c(C)c12	?	-17%	-13%
32	CC1CCCCC1NC(=O)CSc1nnc(CC(=O)Nc2ccccc2F)n1C (stereo unspecified)	2	-1%	-4%

cpd	AMA1 RON2 block	AmpC inh detg	HCV inhibitor
25	?	-9%	17%
26	1%	-17%	17%
27	/	-1%	/
28	/	15%	/
29	-14%	2%	4%
30	0%	-4%	-8%
31	14%	-13%	26%
32	1%	-1%	20%

cpd	canonical_smiles	HCMV antiviral	Giardia FBPA inh	Sm TGR block
33	O=C(CCCCCCCCC(=O)N/N=C/c1ccco1)N/N=C/c1ccco1	-31	-3%	-15%
34	O=C(NCCc1nc2ccccc2[nH]1)c1ccc(Cl)c([N+](=O)[O-])c1	22	1%	-12%
35	Nc1ccc(-n2cnc3cc([N+](=O)[O-])ccc32)cc1	19	-14%	7%
36	CCOc1ccc(CC(=O)Nc2c(C(=O)Nc3ccc(OC)cc3OC)oc3ccccc23)cc1	-5	/	1%
37	CCCn1cc(S(=O)(=O)c2cccc(Cl)c2)c(=O)c2cc(F)c(N3CCN(CC)CC3)cc21	-37	/	-10%
38	O=c1[nH]ncn1-c1cccc(C(F)(F)F)c1	-22	2%	10%
39	CSc1nncc(=O)[nH]1	-6	0%	1%
40	CC(=O)Nc1ccc(NC(=O)C(C)OC(=O)c2ccc(OCc3c(C)noc3C)cc2)cc1 (stereo unspecified)	53	-1%	6%

cpd	AMA1 RON2 block	AmpC inh detg	HCV inhibitor
33	28%	1%	-7%
34	24%	?	9%
35	2%	?	5%
36	/	8%	/
37	/	-7%	/
38	0%	8%	11%
39	8%	1%	5%
40	-5%	?	?

cpd	canonical_smiles	HCMV antiviral	Giardia FBPA inh	Sm TGR block
41	NCCCNC(=O)c1cc2ccccc2[nH]1	-20	5%	-15%
42	Cc1nc(N)c(Cc2ccc(Cl)cc2Cl)c(N)n1	?	1%	1%
43	Cc1cc(C)n(Cc2ccc(C(=O)O)cc2)n1	-65*	0%	6%
44	CCOc1cc(CNC(=O)c2ccc3c(c2)NC(=O)C2CCCCN32)cc(OCC)c1OCC (stereo unspecified)	-10	/	6%
45	CCOc1ccc(Oc2ccc(Cl)cc2NC(=O)C2=COCCO2)cc1	7	/	-10%
46	CCCCNCCCOc1cccc(Cl)c1Cl	-22	-1%	-14%
47	Cc1ccc(-c2nnc(SCC(=O)Nc3cccc(C(=O)N4CCOCC4)c3)n2C)cc1	44	2%	1%
48	COc1cc([N+](=O)[O-])ccc1NC(=O)Nc1cnccn1	-61*	1%	-29%

cpd	AMA1 RON2 block	AmpC inh detg	HCV inhibitor
41	2%	?	-1%
42	6%	?	?
43	-4%	?	5%
44	/	23%	/
45	-10%	-13%	0%
46	30%	0%	-21%
47	-11%	?	-3%
48	14%	5%	?

Already shown: two of the compounds above.
cpd	canonical_smiles	HCMV antiviral	Giardia FBPA inh	Sm TGR block
43	Cc1cc(C)n(Cc2ccc(C(=O)O)cc2)n1	-65*	0%	6%
44	CCOc1cc(CNC(=O)c2ccc3c(c2)NC(=O)C2CCCCN32)cc(OCC)c1OCC (stereo unspecified)	-10	/	6%

cpd	AMA1 RON2 block	AmpC inh detg	HCV inhibitor
43	-4%	?	5%
44	/	23%	/

Next section.
cpd	canonical_smiles	HCMV antiviral	Giardia FBPA inh	Sm TGR block
49	O=[N+]([O-])c1ccc(S(=O)(=O)Nc2ccc(-c3ccc(N4CCCC4)nn3)cc2)cc1	-22	/	-18%
50	CCc1nc(C)ccc1OCC(=O)NCCCN(C)C	15	13µM*	9%
51	CCOc1ccc(S(=O)(=O)N/N=C(\C)c2ccc(OC)cc2OC)cc1	-27	-4%	0%
52	CC(=O)N1CCN(C(=O)c2cccc(S(=O)(=O)N3c4ccccc4CC3C)c2)CC1 (stereo unspecified)	-19	/	/
53	Cc1ccc(S(=O)(=O)N2CCOCC2)cc1NC(=O)C(c1ccc(Cl)cc1)C(C)C (stereo unspecified)	-22	/	-16%
54	COc1cccc(NC(=O)N2CCCC2C(=O)NCc2ccccc2F)c1 (stereo unspecified)	?	-2%	6%
55	CCC(NC(=O)OCc1ccccc1)C(=O)Oc1ccc2ccc(=O)oc2c1 (stereo unspecified)	/	-2%	?
56	COC(=O)C1=C(C)N(Cc2ccccc2)C(=S)N[C@H]1c1ccccc1	-19	28%&21%	-6%&-17%

cpd	AMA1 RON2 block	AmpC inh detg	HCV inhibitor
49	-12%	-18%	-2%
50	?	-5%	-3%
51	-4%	5%	-19%
52	13%	/	-6%
53	-2%	-13%	?
54	1%	-7%	1%
55	-2%	-4%	22%
56	45%[activator]	-8%&-13%	6%[8.37 µM]

cpd	canonical_smiles	HCMV antiviral	Giardia FBPA inh	Sm TGR block
57	CCCn1c(SCC(=O)Nc2ccc3c(c2)OCO3)n[nH]c1=O	8	/	/
58	O=S(=O)([O-])C/C(=C\c1ccc(Cl)cc1)c1cc[n+](CCO)cc1	-33	3%	-5%
59	CC1=C(C(=O)OCC(C)C)C(c2ccc(F)cc2)NC(=O)N1 (stereo unspecified)	-7	0%	9%
60	CC(C)(C)OC(=O)NCCc1nnc(SCc2ccccc2)o1	15	0%	-4%

cpd	AMA1 RON2 block	AmpC inh detg	HCV inhibitor
57	-4%	/	-5%
58	2%	-1%	?
59	-6%	-10%	0%
60	-8%	1%	-12%

Bioassay records (PubChem BioAssay)
